SENP7 block – blocks the human protease SENP7; inhibition, % at 5 µM; recombinant SENP7, Z-RLRGG-aminoluciferin luminescence, 40 min; AID 434973; 1.5% of 330,000 active; Q9BQF6;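 active = inhibition above about 50% at the single test dose, limit read from the data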;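 also: plate controls were DMSO with enzyme for no effect and no enzyme buffer wells for full effect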
SENP8 block-1 – inhibitors of human SENP8 protease. Q96LD8. recombinant SENP8, Nedd8 substrate fluorescence. inhibition, % at 20 µM. 0.64% of 360,000 active. AID 602440; in the data active = inhibition mostly above about 40%, no sharp cut-off; inactive = mostly below about 27%
A3G deaminase – inhibitors of human APOBEC3G DNA deaminase. Q9HC16. recombinant A3G, ssDNA deamination FAM/TAMRA fluorescence. inhibition, % at 20 µM. 0.28% of 330,000 active. AID 493012;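 active = inhibition of at least 40% at 20 µM, with no more than 30% in the related APOBEC3A deaminase screen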;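 also: plate controls were DMSO wells with A3G for no effect and wells lacking A3G enzyme for full effect; some compounds called inactive have numbers as strong as hits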
SENP8 block-2 – SENP8 protease inhibition; Q96LD8; purified SENP8, Z-RLRGG-aminoluciferin cleavage, luminescence; inhibition, % at 10 µM; 1.2% of 330,000 active; AID 2540; in the data active = inhibition above about 50%
SENP1 inh – blocks the human SENP1 SUMO protease catalytic domain; AID 624204; inhibition, % at 10 µM; recombinant SENP1 catalytic domain, CyPet-SUMO1-YPet FRET cleavage; 0.21% of 360,000 active;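 active = inhibition at least 30% at 10 µM, raw YFP signal under a set limit, fluorescence ratio 0.5 to 1.5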;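 also: 0% = enzyme with DMSO and 100% = no enzyme wells; some results filed as inactive read as strong as hits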
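Controls: no-enzyme wells low, DMSO-plus-enzyme wells high control. Test system: human recombinant His6-tagged SENP1 catalytic domain enzyme. Reagent: SFCypet-SUMO1-SFYpet FRET protein substrate, 25 nM final. Doses: one dose per compound, 10 µM, 0.5% DMSO. Detection: FRET, CFP and YFP emission. Timing: 50 min reaction at room temperature.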
SENP6 block – inhibitors of human SENP6 protease; Recombinant SENP6 catalytic domain, aminoluciferin luminescence; AID 2599; 1.8% of 330,000 active; inhibition, % at 10 µM;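 active = inhibition above about 50% at the single tested dose, limit read from the data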;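 also: plate controls were DMSO wells with enzyme for no effect and DMSO wells lacking enzyme for full effect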
Apaf-1 inh – human Apaf-1 inhibition; 0.71% of 330,000 active; reconstituted apoptosome caspase-3 activity, DEVD-Rh110 fluorescence; inhibition, % at 20 µM; O14727; active = inhibition of at least 40% at 20 µM;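 also: plate controls were DMSO wells for no effect and DEVD-CHO caspase inhibitor wells for full effect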
Target sequence (O14727 whole entry, looked up): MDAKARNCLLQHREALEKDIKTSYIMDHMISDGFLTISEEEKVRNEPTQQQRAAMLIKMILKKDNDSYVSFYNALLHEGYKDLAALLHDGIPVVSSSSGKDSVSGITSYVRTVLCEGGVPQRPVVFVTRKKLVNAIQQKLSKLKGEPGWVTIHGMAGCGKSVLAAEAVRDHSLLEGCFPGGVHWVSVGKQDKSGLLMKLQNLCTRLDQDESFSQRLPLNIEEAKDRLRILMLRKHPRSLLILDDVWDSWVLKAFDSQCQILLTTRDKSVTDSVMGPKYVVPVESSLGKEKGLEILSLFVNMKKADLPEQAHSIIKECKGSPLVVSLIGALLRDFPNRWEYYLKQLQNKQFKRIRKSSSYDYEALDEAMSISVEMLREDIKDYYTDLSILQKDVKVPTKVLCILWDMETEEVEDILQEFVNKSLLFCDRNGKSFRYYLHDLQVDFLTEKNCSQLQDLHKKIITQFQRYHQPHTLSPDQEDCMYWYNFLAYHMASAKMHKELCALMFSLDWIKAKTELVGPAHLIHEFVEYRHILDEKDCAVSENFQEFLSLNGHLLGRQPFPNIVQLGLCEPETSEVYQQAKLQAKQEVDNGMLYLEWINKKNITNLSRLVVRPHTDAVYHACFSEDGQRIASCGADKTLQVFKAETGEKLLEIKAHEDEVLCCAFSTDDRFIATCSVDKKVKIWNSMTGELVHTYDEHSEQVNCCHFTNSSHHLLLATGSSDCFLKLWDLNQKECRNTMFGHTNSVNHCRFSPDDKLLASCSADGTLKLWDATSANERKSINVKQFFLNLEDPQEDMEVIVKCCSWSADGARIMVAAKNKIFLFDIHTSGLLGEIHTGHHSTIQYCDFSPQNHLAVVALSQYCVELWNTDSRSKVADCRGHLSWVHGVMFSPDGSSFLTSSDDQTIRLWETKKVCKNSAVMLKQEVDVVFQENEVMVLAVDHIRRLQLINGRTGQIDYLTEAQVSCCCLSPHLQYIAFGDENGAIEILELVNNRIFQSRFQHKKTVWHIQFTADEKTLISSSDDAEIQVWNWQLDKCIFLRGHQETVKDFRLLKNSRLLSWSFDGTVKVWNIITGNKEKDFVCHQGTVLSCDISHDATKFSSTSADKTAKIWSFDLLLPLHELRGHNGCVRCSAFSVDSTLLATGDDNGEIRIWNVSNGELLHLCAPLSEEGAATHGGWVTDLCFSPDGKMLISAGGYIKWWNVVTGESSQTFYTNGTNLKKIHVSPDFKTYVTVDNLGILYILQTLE
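Material: reconstituted apoptosome with Apaf-1, cytochrome c, caspase-9, procaspase-3, dATP / Buffer or medium: pH 7.5 Hepes buffer with CHAPS, BSA, DTT / Also added: cytochrome c with DEVD-Rh110 / Schedule: compound with Apaf-1, dATP, procaspase-3 30 min, then 50 min reaction, room temperature / Technique: rhodamine 110 fluorescence at Ex 480/Em 540 nm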
UBC13 polyUb – human UBC13 polyubiquitination inhibition; UBC13 polyubiquitin chain formation, TR-FRET; inhibition, % at 20 µM; 0.47% of 330,000 active; in the data active = inhibition above about 45%, passing the limit was not always enough; inconclusive = no clear call, values can overlap the other calls
Numbers without * were called inactive; ? = inconclusive.

SMILES | SENP7 block | SENP8 block-1 | A3G deaminase | SENP8 block-2 | SENP1 inh | SENP6 block | Apaf-1 inh | UBC13 polyUb
COc1cc2oc(=O)c3c(c2cc1OCC(=O)c1c(C)n(C)c2ccccc12)CCCC3 | 3.0 | -408.9 | 3.0 | -5.2 | -13.7 | 3.0 | 5.1 | ?
CC(=O)c1c(C)c(C)c2n1CCn1c(C)ccc1-2 | -4.6 | -120.5 | 0.7 | -4.0 | -44.7 | 4.8 | 9.8 | -5.5
CCCC(=NC(C)CC)C1=C(O)CC(c2ccccc2)CC1=O (configuration not stated) | 2.9 | 4.2 | -8.9 | 1.0 | 2.2 | -7.1 | 14.3 | -5.7
CCOc1ccc(C(=O)NCc2ccccc2)cc1Br | -0.7 | 7.4 | -3.7 | -3.4 | 1.5 | 6.3 | 1.7 | 8.5
CC(O)c1nc2c(c(=O)n(C)c(=O)n2C)n1C (configuration not stated) | 4.3 | 32.6 | -4.4 | -5.5 | 2.9 | 7.8 | -3.3 | 1.7
CCOc1ccc2ccccc2c1/C=N/NC(=O)CC1(C)OCCCO1 | -1.1 | -109.5 | -10.9 | -2.5 | -14.0 | -5.1 | -6.8 | 19.0
Oc1ccccc1C1=Nc2ncnn2C(c2ccc(F)cc2)C1 (configuration not stated) | 4.7 | -38.1 | 1.7 | -3.0 | 3.4 | -6.2 | -5.5 | 1.9
COc1ccccc1NC(=S)N1CCN(C/C=C/c2ccccc2)CC1 | 4.3 | 16.4 | -6.6 | -9.5 | 0.0 | -11.7 | 1.7 | -5.0
O=C(CCCc1ccccc1)N=C1SC2CS(=O)(=O)CC2N1c1ccccc1F (configuration not stated) | -7.8 | 20.7 | -6.7 | -4.3 | 3.8 | -2.7 | 5.0 | 6.3
O=C(COc1ccc(/C=N/NS(=O)(=O)c2ccccc2)cc1)NCCc1ccccc1 | 3.1 | 15.5 | -2.7 | -11.6 | 3.5 | -12.0 | 8.7 | -12.2
Cc1cccc(NC(=O)C2C(c3ccccc3)C2(Cl)Cl)c1C (configuration not stated) | 2.1 | -1.5 | 1.2 | 1.1 | -1.1 | 1.0 | 17.8 | -1.9
N/C(Cc1ccc(Cl)cc1)=N\OC(=O)c1cccc2ccccc12 | -3.0 | -45.5 | 3.8 | 2.0 | 0.1 | 11.3 | 7.4 | 4.9
Cc1cccc(NC(=O)Cc2c(F)cccc2Cl)n1 | 11.9 | 2.3 | -2.2 | -14.7 | 0.7 | -16.0 | 3.6 | -6.9
COc1ccccc1NS(=O)(=O)c1ccc(C)c(C(=O)NNC(=O)c2csc(N3CCOCC3)n2)c1 | 1.7 | 3.3 | -5.4 | 3.5 | 2.8 | 2.0 | -4.3 | 4.7
Cc1csc(SCC(=O)NC(=O)NCCC(C)C)n1 | 0.1 | 8.3 | -5.8 | 2.1 | 2.8 | -6.7 | -2.9 | 6.3
CC(C)NC(=O)COC(=O)c1ccccc1CSC1=NCCS1 | -8.1 | 13.8 | -8.2 | -6.8 | -0.1 | -7.3 | 7.4 | -2.5
CCOC(=O)N1CCN(C(=O)c2ccc3c(=O)n(CCc4ccc(OC)c(OC)c4)c(=O)[nH]c3c2)CC1 | 2.7 | -4.1 | -3.3 | 0.8 | 1.9 | -17.8 | 1.4 | -1.1
Cc1ccc(OCc2nc(C#N)c(NCc3ccco3)o2)cc1 | -0.7 | 15.9 | 1.5 | 3.1 | -0.8 | -7.9 | 18.8 | 3.0
O=C(O)CCCNC(=O)/C(=C\c1ccc(Cl)cc1)NC(=O)c1ccc(Br)cc1 | 3.9 | 9.7 | -2.0 | -3.8 | -7.6 | -2.9 | 3.3 | -6.2
COc1ccc(S(=O)(=O)NC(N)=NCCc2ccc(OC)c(OC)c2)cc1C | 4.6 | 10.0 | -1.0 | 2.0 | 1.2 | 7.9 | -5.3 | -1.1

Given with tabs: entries from further up.
mol	SENP7 block	SENP8 block-1	A3G deaminase	SENP8 block-2	SENP1 inh	SENP6 block	Apaf-1 inh	UBC13 polyUb
O=C(COc1ccc(/C=N/NS(=O)(=O)c2ccccc2)cc1)NCCc1ccccc1	3.1	15.5	-2.7	-11.6	3.5	-12.0	8.7	-12.2
COc1ccccc1NS(=O)(=O)c1ccc(C)c(C(=O)NNC(=O)c2csc(N3CCOCC3)n2)c1	1.7	3.3	-5.4	3.5	2.8	2.0	-4.3	4.7
N/C(Cc1ccc(Cl)cc1)=N\OC(=O)c1cccc2ccccc12	-3.0	-45.5	3.8	2.0	0.1	11.3	7.4	4.9
CCCC(=NC(C)CC)C1=C(O)CC(c2ccccc2)CC1=O (configuration not stated)	2.9	4.2	-8.9	1.0	2.2	-7.1	14.3	-5.7
COc1ccccc1NC(=S)N1CCN(C/C=C/c2ccccc2)CC1	4.3	16.4	-6.6	-9.5	0.0	-11.7	1.7	-5.0
CC(C)NC(=O)COC(=O)c1ccccc1CSC1=NCCS1	-8.1	13.8	-8.2	-6.8	-0.1	-7.3	7.4	-2.5
COc1ccc(S(=O)(=O)NC(N)=NCCc2ccc(OC)c(OC)c2)cc1C	4.6	10.0	-1.0	2.0	1.2	7.9	-5.3	-1.1

The list goes on.
SMILES | SENP7 block | SENP8 block-1 | A3G deaminase | SENP8 block-2 | SENP1 inh | SENP6 block | Apaf-1 inh | UBC13 polyUb
c1ccc(COc2cccc(CN3CCCCC3)c2)cc1 | -1.8 | 8.9 | -7.0 | 1.2 | 0.5 | 10.5 | -7.4 | 7.6
CCN1CCN(/C=N/c2nc(C)cs2)CC1 | 0.7 | 14.2 | -3.8 | 1.4 | 0.9 | -15.9 | -35.2 | -0.8
COC(=O)Cn1c(=NC(=O)c2cc(OC)c(OC)c(OC)c2)sc2cc(OC)ccc21 | 5.2 | -398.4 | 0.8 | 6.8 | -1.0 | -12.1 | 5.2 | 28.9
COc1cccc(C(c2c(C)[nH]n(-c3ccccc3)c2=O)c2c(C)[nH]n(-c3ccccc3)c2=O)c1OC | 39.4 | 73.4* | -5.9 | 5.7 | 1.6 | 15.2 | 96.8* | -33.5
OCCSc1nncn1/N=C/c1c[nH]c2ccccc12 | 5.1 | 18.2 | -7.3 | 4.4 | 2.9 | -8.2 | -2.5 | 14.7
COc1ccc(CNC(=O)c2coc(=O)c3ccccc23)cc1 | -8.4 | -6.2 | -13.2 | -8.5 | 0.7 | -12.1 | -15.5 | 23.1
Cc1ccc(-n2c(SCC(=O)OC(C)C)nnc2-c2ccccn2)cc1 | 2.2 | 34.6 | -2.1 | 2.3 | 3.7 | -1.6 | 5.9 | 7.0
COc1cc(-n2c(-c3ccccc3)n[nH]c2=S)c(OC)cc1Cl | 2.1 | 11.4 | 4.2 | -2.3 | 1.1 | -10.5 | -13.6 | 2.3
CCCC(=O)Nc1ccc(Cl)c(NC(=O)C(C)(C)C)c1 | 0.9 | 0.9 | -7.3 | 6.1 | 1.9 | 2.8 | -5.9 | -14.4
Cc1cc(C(=O)OCC(=O)Nc2ccccc2)c(C)o1 | -7.0 | 11.5 | -1.9 | -15.8 | -3.2 | 0.2 | 4.8 | -5.7
O=C(CN(Cc1ccc(Br)cc1)S(=O)(=O)c1ccccc1)NCC1CCCO1 (configuration not stated) | -2.9 | 12.7 | -3.6 | -8.1 | -0.3 | 0.9 | 11.0 | -3.9
ONC(=Nc1ccccc1)c1ccc(Cl)cc1 | -4.9 | 3.5 | 0.6 | -4.1 | 1.5 | -6.2 | 9.2 | -14.7
O=C(c1ccc(-n2c(SCc3cc(F)ccc3F)nc3ccccc3c2=O)cc1)N1CCOCC1 | 2.6 | 10.3 | -5.7 | 7.7 | 0.9 | 11.5 | 10.8 | 9.7
COc1ccc(NC(=O)CSc2nnc(-c3ccccc3F)n2C2CC2)cc1S(N)(=O)=O | -0.6 | -5.1 | -8.1 | -0.1 | 0.2 | 9.2 | -4.6 | 6.5
CC(C)Cc1nnc(NC(=O)CCC(=O)NC2CC2)s1 | -15.2 | 7.5 | -3.9 | -14.0 | 2.1 | -3.2 | -0.4 | -4.5
COc1cccc(NC(=O)c2sc3nc(N4CCOCC4)c4c(c3c2N)CCCC4)c1 | 3.0 | -415.9 | -7.1 | 16.3 | -72.6 | 29.4 | 16.4 | ?
O=c1cc(O)n(-c2ccc(F)cc2)c(=S)[nH]1 | 2.5 | 14.9 | -0.2 | -5.7 | -7.3 | 0.3 | -4.9 | 0.3
COc1ccc2[nH]c(=O)c(CN(CCc3ccccc3)C(C)=O)cc2c1 | 15.8 | -335.6 | 25.0 | 1.1 | 1.1 | 7.3 | 5.9 | 2.6
Cn1ncc2c(O/N=C(\N)c3ccc(C(F)(F)F)cc3)ncnc21 | 5.4 | 8.3 | 8.2 | -0.3 | 0.3 | 4.2 | 1.9 | 2.6
COc1ccc(C2c3ccc(O)cc3Oc3ncn(CCCO)c(=N)c32)cc1OC (configuration not stated) | 6.3 | -165.7 | -5.4 | 6.6 | -33.9 | 7.3 | -43.4 | 5.3
CCN(CC(=O)Nc1ccccc1OC)C(=O)c1cccc(-n2cccc2)c1 | 2.7 | -8.3 | -1.2 | 7.4 | -3.4 | -10.9 | 12.3 | -0.1
S=C(NCc1ccco1)NCC1CCCO1 (configuration not stated) | 4.7 | 1.4 | -7.0 | -0.7 | -5.6 | -15.5 | -1.6 | 6.9
CCOC(=O)N1CCC(N2CCN(S(=O)(=O)c3ccc(NC(C)=O)cc3)CC2)CC1 | 1.1 | 13.3 | 2.6 | 5.0 | -0.7 | -5.9 | -11.4 | -5.2
CCOC(=O)c1nn(-c2ccccc2F)c(-c2ccccc2)c1C(=O)c1ccccc1 | 4.7 | 24.1 | -2.9 | 8.9 | 2.0 | 3.7 | 25.3 | -0.6
CC(C)N(CCC#N)C(=O)Nc1ccc2c(c1)CCO2 | 1.4 | 16.6 | -3.4 | 0.0 | 4.5 | -2.5 | 1.0 | -4.3
Cc1ccc(F)cc1NC(=O)c1sc2ncn(CC(=O)N3CCN(c4ccccn4)CC3)c(=O)c2c1C | -4.4 | 15.9 | -2.1 | 2.4 | 0.1 | -6.6 | 10.7 | 6.3
CS(=O)(=O)N1CCN(c2ccc(NC(=O)CSc3nnc(-c4ccco4)o3)cc2)CC1 | -6.4 | -1.8 | -8.5 | -2.0 | 5.3 | 5.1 | -3.8 | 7.1
Cc1ccc(NC(=S)NCc2ccc(S(N)(=O)=O)cc2)c(C)c1 | -2.9 | 4.8 | -8.5 | -9.1 | -1.3 | -14.9 | 1.4 | -8.4
O=C(O)C(Cc1ccccc1)NS(=O)(=O)c1ccc(Cl)cc1 (configuration not stated) | 4.0 | 4.7 | -1.9 | 4.1 | 1.5 | -15.1 | 2.5 | 2.3
Cc1ccccc1OCCCn1c(CO)nc2ccccc21 | -5.9 | -4.0 | -3.8 | -1.2 | -0.7 | 3.4 | 2.6 | 10.0
O=C(N/N=C/C1CC2CCC1C2)c1ccc2c(c1)OCO2 (configuration not stated) | -3.1 | 14.1 | -13.5 | -8.5 | 0.6 | -8.9 | 4.7 | -13.3
COc1ccc(C(=O)N2CCCC(c3nc(-c4ccc(OC)c(OC)c4)no3)C2)c(OC)c1 (configuration not stated) | 2.1 | 13.2 | -3.3 | -3.5 | 2.0 | -13.8 | -7.0 | 8.3
O=C(Oc1c(-c2ccccc2)c(=O)n2c3c(cccc13)CC2)c1ccco1 | -1.0 | -393.4 | -4.4 | -5.4 | 5.9 | -15.6 | 8.0 | 5.3
COc1cc(NC(=O)CSc2nc3ccccc3c(=O)n2C)ccc1NC(=O)c1ccco1 | -12.3 | 3.0 | -6.9 | -5.0 | -0.8 | -19.8 | 1.4 | 3.9
CCn1nnnc1SCC(=O)N1CCOCC1 | -0.6 | 7.1 | 0.1 | 1.5 | -0.1 | -15.8 | -12.6 | 3.9
